Source: PubChem BioAssay
UGM FP inh: Mtb UDP-galactopyranose mutase inhibition; P9WIQ1; actives 0.06% (n = 320,000); inhibition, % at 10 µM; purified UGM, fluorescence polarization probe displacement; in the data active = inhibition above about 10%, passing the limit was not always enough; inconclusive = no clear call, values can overlap the other calls
CCHF vOTU inh: blocks the CCHF virus ovarian tumor domain protease. CCHFV vOTU protease, Pep-AMC fluorescence. inhibition, % at 11.5 µM. actives 0.55% (n = 370,000). AID 651958; note: 0% = vehicle wells with enzyme and 100% = no enzyme wells
Rv3671c protease: Rv3671c (M. tuberculosis) protease inhibition. inhibition, % at 5.96 µM. actives 0.048% (n = 320,000). AID 2606; in the data active = inhibition above about 38%;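 note: extracellular domain of Rv3671c used as enzyme; 0% = enzyme with DMSO and 100% = no enzyme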
Target sequence (P9WHR9 whole entry, looked up, the tested form may be a part): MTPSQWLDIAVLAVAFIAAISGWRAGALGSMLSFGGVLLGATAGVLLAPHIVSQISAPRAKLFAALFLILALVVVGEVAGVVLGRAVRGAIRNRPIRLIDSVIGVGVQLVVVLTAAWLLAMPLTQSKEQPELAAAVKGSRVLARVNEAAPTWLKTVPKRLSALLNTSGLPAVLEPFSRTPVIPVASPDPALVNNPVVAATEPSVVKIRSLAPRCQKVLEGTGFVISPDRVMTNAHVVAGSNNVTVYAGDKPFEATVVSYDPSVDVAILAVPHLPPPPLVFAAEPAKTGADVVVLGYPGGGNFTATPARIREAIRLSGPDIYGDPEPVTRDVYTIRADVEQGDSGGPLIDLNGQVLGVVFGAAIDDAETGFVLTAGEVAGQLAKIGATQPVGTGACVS
VHR inh abs: blocks human VHR1 dual specificity phosphatase | recombinant VHR phosphatase, pNPP absorbance | AID 1654 | actives 0.52% (n = 290,000) | inhibition, % at 13.3 µM | P51452; in the data active = inhibition above about 50%; note: some compounds called inactive have numbers as strong as hits
Target sequence (P51452 whole entry, looked up): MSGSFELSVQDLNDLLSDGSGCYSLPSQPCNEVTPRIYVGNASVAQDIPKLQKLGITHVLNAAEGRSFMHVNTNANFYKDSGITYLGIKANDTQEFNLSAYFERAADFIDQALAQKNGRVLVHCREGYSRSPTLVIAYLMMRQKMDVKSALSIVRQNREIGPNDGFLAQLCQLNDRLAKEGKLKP
MazEF act: activators of E. coli MazEF toxin-antitoxin RNase. P0AE70. FAM/BHQ RNA-DNA oligo cleavage fluorescence, 5 h. activation, % at 20 µM. actives 0.32% (n = 350,000). AID 504720; in the data active = activation above about 50%
Target sequence (P0AE70 whole entry, looked up): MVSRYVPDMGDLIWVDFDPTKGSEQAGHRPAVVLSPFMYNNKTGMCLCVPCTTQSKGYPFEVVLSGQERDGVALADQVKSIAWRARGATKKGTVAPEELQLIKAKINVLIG
BoNT F protease: inhibitors of Botulinum neurotoxin F light chain protease; Multiplex microsphere protease cleavage assay, flow cytometry; inhibition, % at 10 µM; actives 0.22% (n = 360,000); in the data active = inhibition above about 35%, passing the limit was not always enough; inconclusive = no clear call, values can overlap the other calls; note: plate controls were buffer without enzyme for full effect and enzyme alone for no effect
FBA Mtb inh: inhibitors of M. tuberculosis fructose-bisphosphate aldolase; purified M. tuberculosis FBA, fluorescence read-out; P9WQA3; inhibition, % at 1 µM; actives 2.3% (n = 360,000); in the data active = inhibition above about 27%;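 note: 0% = vehicle and 100% = reference inhibitor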
Target sequence (P9WQA3 whole entry, looked up): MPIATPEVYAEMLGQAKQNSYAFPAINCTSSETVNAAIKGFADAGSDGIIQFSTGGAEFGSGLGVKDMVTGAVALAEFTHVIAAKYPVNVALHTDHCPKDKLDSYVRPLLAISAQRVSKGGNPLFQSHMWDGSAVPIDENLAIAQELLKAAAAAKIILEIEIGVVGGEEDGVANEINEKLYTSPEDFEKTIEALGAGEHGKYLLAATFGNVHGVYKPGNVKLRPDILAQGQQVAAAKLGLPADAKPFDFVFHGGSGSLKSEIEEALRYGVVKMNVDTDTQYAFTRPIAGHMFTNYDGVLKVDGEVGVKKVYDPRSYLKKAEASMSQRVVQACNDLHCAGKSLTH
GDH-TPI inh: counter-screen for M. tuberculosis FBA inhibitors: GDH-TPI coupled enzymes. GDH-TPI coupled enzyme counterscreen, NADH absorbance. inhibition, % at 4.8 µM. actives 1.2% (n = 360,000);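 note: 0% = DMSO wells and 100% = wells lacking the enzyme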
FadD28 FP inh: inhibitors of Mycobacterium tuberculosis FadD28 bisubstrate binding | FadD28 bisubstrate probe binding, fluorescence polarization | inhibition, % at 12.5 µM | actives 0.22% (n = 360,000) | AID 588549; in the data active = inhibition above about 8.5%, passing the limit was not always enough; inconclusive = no clear call, values can overlap the other calls
BioA inh: BioA (M. tuberculosis) enzyme inhibition; inhibition, % at 9.99 µM; purified M. tuberculosis BioA enzyme, plate reader; actives 0.096% (n = 360,000); in the data active = inhibition above about 40%; inconclusive = no clear call, values can overlap the other calls
Numbers without * were called inactive; ? = inconclusive; nt = not tested or not shown; + = active, no number; & = joins results of further samples. Cut-off read from the data, not from the text of the source, unless noted: active = inhibition above about 30%; inactive = the rest.

SMILES	UGM FP inh	CCHF vOTU inh	Rv3671c protease	VHR inh abs	MazEF act	BoNT F protease	FBA Mtb inh	GDH-TPI inh	FadD28 FP inh	BioA inh
O=[N+]([O-])c1ccc2[nH]c3c(c2c1)CCCC3O (stereo not drawn)	-0.9	4	5	8	-2	-1	-4	10	-3.6	-0.2
O=C(NCC1CCCO1)c1cc(-c2ccccc2)nc2ccc(Br)cc12 (stereo not drawn)	4.8	4	-2	-6	-3	-2	1	3	0.6	-0.6
Cc1cccc(NC(=O)NC(=O)c2ccccc2)n1	-1.9	-11	-3	41	-2	-2	-3	3	-2.9	nt
COc1ccc(NC(=S)N2CCN(S(C)(=O)=O)CC2)cc1OC	3.4	2	1	1	3	2	2	5	0.3	0.7
C=CCN(CC=C)C(=S)NC(=O)/C=C/c1ccccc1	2.4	-1	-1	-2	-4	-2	2	4	-1.8	-1.3
O=C(CN1c2cccc3cccc(c23)S1(=O)=O)NCCc1ccccc1	0.2	-18	1	nt	7	-12	15	2	-0.5	-1.3
Nc1ncncc1-c1ccc(F)cc1	nt	-10	nt	nt	0	-5	-1	4	-1.2	-1.2
Cc1ccccc1-n1c(C)nc2ccccc2c1=O	1.9	-11	0	25	1	-8	-1	-2	-0.9	nt
Cc1cc(NC(=O)CCC(=O)N(CC2CCCO2)C(C(=O)NC2CCCC2)c2ccccc2C)no1 (stereo not drawn)	-0.3	11	5	nt	2	-18	1	7	-2.7	6.8
CCn1c(NCCO)nc2c(c1=O)C(C)(CC)Cc1ccccc1-2 (stereo not drawn)	0.3	-152	5	23	-2	-2	159*	19	-5.2	nt
CN(C)CCCNC(=O)C[C@H]1C[C@H](C(=O)N2CCCCC2)[C@@]2(C)c3[nH]c4cc(-c5ccco5)ccc4c3CCN2C1=O	nt	-20	nt	nt	24	-6	34*	19	-3.1	-1.6
CCn1c2ccccc2c2cc(NC(=O)COc3ccccc3OC)ccc21	1.1	6	0	-10	-6	-28	2	10	1.5	nt
CCc1ccc2c(c1)C(=O)c1ccccc1C2=O	1.8	0	3	-7	0	-2	4	2	-2.6	nt
O=C(COc1ccc(Oc2ccccc2)cc1)NC1CCS(=O)(=O)C1 (stereo not drawn)	0.4	3	-2	nt	2	-7	-4	0	-4.4	-1.2
Cc1c(CCC(=O)NCCC(=O)O)c(=O)oc2c(C)c3oc4c(c3cc12)CCCC4	-0.5	-6	2	7	1	-21	13	12	-3.4	0.9
COC(=O)c1ccccc1NC(=O)CSc1nc(NC(=O)c2ccccc2)c2c(C)c(C)oc2n1	-1.3	-2	-1	29	0	28	3	11	-1.7	1.2
COc1cccc(/C=N/NC(=O)Cn2ccnc2C)c1	-0.5	-12	-3	-5	3	-1	3	1	-4.1	nt
COc1ccc(CCNS(=O)(=O)c2cc3c4c(c2)CCN4C(=O)CC3)cc1OC	nt	2	nt	nt	6	0	1	6	0.1	nt
O=C(Nc1nccs1)NC(C(F)(F)F)C(F)(F)F	0.3	-5	-2	21	4	-4	3	2	1.3	nt
COc1ccc2c(c1OC)C(=O)OC2Nc1nc(-c2cc3ccccc3oc2=O)cs1 (stereo not drawn)	nt	0	-4	-13	-2	-8	3	15	-4.3	-1.1
CCCCc1c(O)c2cccc3c2n(c1=O)CCC3	1.6	5	-9	nt	11	-5	13	-1	-0.6	1.8
COC(=O)c1cccc(NS(=O)(=O)c2ccc(OC)cc2)c1C	0.8	-3	-8	-1	3	-7	3	-13	-0.2	4.5
COc1ccc(Cl)cc1NC(=O)C1COc2ccccc2O1 (stereo not drawn)	1.5	-5	-1	16	-2	-2	-8	-6	-4.3	nt
O=C(NNS(=O)(=O)c1ccc(F)cc1F)C1Cc2c(ccc3ccccc23)O1 (stereo not drawn)	-0.1	0	-9	23	-4	-15	-5	10	-1.2	1.3
O=C(O)c1ccccc1C(=O)Nc1nccs1	-1.3	4	6	14	5	18	1	-5	-1.9	-2.1
O=[N+]([O-])c1ccc(C[n+]2cccc3c4ccccc4ccc32)cc1	-3.2	-15	3	8	-21	-2	16	1	2.6	nt
COC(=O)c1ccc(NC(=O)C2C3C=CC(C3)C2C(=O)O)cc1 (stereo not drawn)	1.5	-1	-2	-2	3	10	-8	-4	-3.3	-3.4
CCC(c1nnnn1Cc1ccccc1)N(Cc1cc2cc(OC)ccc2[nH]c1=O)CC1CCCO1 (stereo not drawn)	0.0	-14	-2	-2	-3	-4	14	1	-2.6	nt
CN(/N=C/c1ccc(-c2ccc([N+](=O)[O-])cc2)o1)c1ccccc1	-1.2	5	-17	20	-7	?	0	4	-3.0	-0.9
CCOC(=O)C(CC)Sc1nnc(COc2ccc(C)cc2)n1-c1ccccc1 (stereo not drawn)	0.9	7	-3	9	3	-2	-10	-9	-4.3	-1.2
CCOc1ccc(CNC(=O)CCCC(=O)n2ncc3cc(C)ccc32)cc1	-1.1	3	1	6	-9	-2	-1	7	-2.9	0.4
CC1(C(=O)O)CCCC2(C)c3cc(O)ccc3CCC12 (stereo not drawn)	-2.6	2	4	nt	2	?	-2	1	-0.4	0.1
COc1cccc(/C=N/NC(=O)c2ccncc2)c1OC(=O)c1ccc(Br)cc1	-2.2	nt	2	21	-37	-2	-3	8	-6.3	nt
Cc1nn(C(=O)c2ccc([N+](=O)[O-])cc2)c(C)c1Br	-0.7	3	4	32	0	?	-1	8	-0.9	-1.1
COc1ccccc1NC(=O)COC(=O)CCS(=O)(=O)c1ccc(C)cc1	0.4	-6	-7	22	0	-2	2	4	0.0	-2.4
CNC(=O)c1cc2cc(OC)ccc2oc1=O	-1.1	nt	0	12	4	6	59*	-1	-1.0	2.3
CCCC/C(O)=C1\C(=O)CC(C)(C)CC1=Nc1ccc(OC)cc1	-4.1	11	-6	22	2	-15	0	8	-4.1	nt
CCC1CN(S(=O)(=O)c2cc(-c3cc(C)no3)ccc2OC)c2cc(C)ccc2O1 (stereo not drawn)	0.0	9	-16	-8	4	-3	-1	6	-0.7	nt
CSC(=NC#N)N1CCN(C(c2ccccc2)c2ccccc2)CC1	3.2	-5	0	32	3	26	0	0	-0.1	0.4
CCOC(=O)CCc1c(C)nc(SCc2ccc(C(=O)O)cc2)c(C#N)c1C	0.9	0	-7	6	-21	-3	4	19	-0.9	-0.6
O=C(c1cccnc1)N1CCC2CC1c1c(Cl)cccc12 (stereo not drawn)	nt	7	nt	nt	8	-2	5	7	-1.5	1.0
CCCc1cc(=O)oc2c3c(cc(OCC(=O)N4CCC[C@H]4C(=O)O)c12)OC(C)(C)CC3	-2.1	-175	-11	29	-2	-7	+	25	-0.9	1.0
NC(c1ccccc1)c1csc(NC(=O)Nc2cccc(C(F)(F)F)c2)n1 (stereo not drawn)	nt	11	nt	nt	nt	-32	-3	-5	-17	-0.3
O=S(=O)(c1ccc(Cl)nc1)N1CCN(c2ncccn2)CC1	1.3	2	-11	-3	9	3	2	9	0.6	-0.3
CC(=O)Nc1ccc(OC(=O)CC2SC(=O)NC2=O)cc1 (stereo not drawn)	2.6	-1	3	32	3	2	1	4	-0.5	nt
Cc1ccc(NC(=O)COc2ccc(/C(N)=N/O)cc2)cc1C	-2.8	-2	-1	40	3	-12	1	-3	-6.1	0.8
CCOC(=O)C1CCN(C(=O)COC(=O)c2ccccc2OCC)CC1	1.7	-15	-1	nt	4	-4	0	5	0.9	0.3
COCc1nnc(NC(=O)c2ccc(OC)cc2OC)s1	-3.5	-4	4	2	6	-7	2	7	-2.3	nt
O=C(O)c1cc(O)c2c(c1)[C@@H]([C@H]1c3cc(C(=O)O)cc(O)c3C(=O)c3c(O[C@@H]4O[C@H](CO)[C@@H](O)[C@H](O)[C@H]4O)cccc31)c1cccc(OC3O[C@H](CO)[C@@H](O)[C@H](O)[C@H]3O)c1C2=O (stereo partly drawn)	-1.3	73*	75*	nt	-14	22	-5	16	14*	1.3
COc1ccc(CC(=O)Nc2nccs2)cc1S(=O)(=O)N1CCOCC1	0.2	4	10	nt	5	-1	1	6	-0.9	0.0
CCCOc1ccccc1C(=O)N(Cc1cccc(Br)c1)C1CCS(=O)(=O)C1 (stereo not drawn)	-1.4	3	-6	12	-1	0	0	-6	-7.9	0.2
Cn1ncc(Br)c1C(=O)Nc1c(F)c(F)cc(F)c1F	0.6	3	6	9	-5	-1	0	2	-0.7	-1.1
COc1ccc(-c2sc3ccc(N4CCOCC4)cc3c2-c2ccc(OC)c(F)c2)cc1	3.1	3	3	20	-2	-6	1	9	0.6	-2.4
Cn1c(CCC(=O)OCC(=O)Nc2ccc(Oc3ccccc3)cc2)nc(=O)c2ccccc21	-1.4	-3	0	-14	2	-3	3	7	-0.1	nt
COc1cc(/C=C2/C(=O)N(c3ccc(C)c(C)c3)N=C2C)cc([N+](=O)[O-])c1O	1.9	-2	-3	4	-13	-4	-3	11	1.0	-0.7
CCOc1cc(OCC)c(C(C)=O)cc1OCC	1.5	-4	5	nt	1	-8	1	10	-2.5	0.4
Cc1ccc(-n2nc3c(=O)n(CCCC(=O)NCc4ccc(Cl)cc4)nc(C)c3c2C)cc1	-1.4	-2	-6	-6	5	6	3	-4	-3.4	0.2
Clc1ccc2nnc(Cl)n2n1	1.1	12	4	17	5	-3	7	-3	0.1	nt
COC(=O)c1ccc(C(=O)OC)c(NC(=O)C2CC(=O)N(C3CCCC3)C2)c1 (stereo not drawn)	nt	4	nt	nt	-3	2	1	-5	-1.7	1.7
Cc1ccc(NC(=O)C2CCN(S(=O)(=O)c3cnc[nH]3)CC2)cc1C	nt	-21	-12	-14	4	7	0	0	1.4	-0.8
Other results
SMILES	UGM FP inh	CCHF vOTU inh	Rv3671c protease	VHR inh abs	MazEF act	BoNT F protease	FBA Mtb inh	GDH-TPI inh	FadD28 FP inh	BioA inh
Cc1ccc2c3c1C(=O)C(=O)N3C(C)(C)CC2C (stereo not drawn)	-0.6	10	-4	31	2	1	-1	7	-4.5	5.6
Cc1cc(C(=O)OCC(=O)NCCC(C)C)c2ccccc2n1	1.9	-14	3	17	-2	-46	4	6	-1.1	-2.1
Cc1cccc(C)c1OCC(=O)NCC1COc2ccccc2O1 (stereo not drawn)	1.0	6	-10	nt	2	-5	0	6	0.1	0.5
Cc1cccc(N(CC(=O)N/N=C/c2ccccc2C(=O)O)S(C)(=O)=O)c1C	-2.9	1	8	0	-11	-2	-5	9	0.4	0.1
O=C(Cc1c(F)cccc1Cl)N(Cc1ccccc1)c1ccccn1	0.0	-1	6	18	3	4	3	-5	-3.4	nt
CCc1noc(C)c1C(=O)OCC(=O)N(C)c1c(N)n(Cc2ccccc2)c(=O)[nH]c1=O	-0.3	1	1	nt	-1	?	1	-7	-2.5	0.9
Cc1ccc(NC(=O)c2nc[nH]c2C(=O)NC2CCN(C(=O)OC(C)(C)C)CC2)cc1	0.2	0	2	nt	30	1	1	6	-1.3	-1.4
COc1cccc(CNC(=O)c2ccc(Cl)c(S(=O)(=O)N3CCOCC3)c2)c1	nt	-11	-2	nt	-4	nt	-1	1	-0.3	0.0
C[C@H]1CN([C@@H](C)CO)C(=O)CCCn2nncc2CO[C@H]1CN(C)C(=O)Oc1ccccc1	nt	10	nt	nt	-5	2	-2	7	1.9	-6.0&-0.5&-0.5

Four structures from above, ordered by molecular weight, high to low:
SMILES	UGM FP inh	CCHF vOTU inh	Rv3671c protease	VHR inh abs	MazEF act	BoNT F protease	FBA Mtb inh	GDH-TPI inh	FadD28 FP inh	BioA inh
Cc1ccc(NC(=O)c2nc[nH]c2C(=O)NC2CCN(C(=O)OC(C)(C)C)CC2)cc1	0.2	0	2	nt	30	1	1	6	-1.3	-1.4
COc1cccc(CNC(=O)c2ccc(Cl)c(S(=O)(=O)N3CCOCC3)c2)c1	nt	-11	-2	nt	-4	nt	-1	1	-0.3	0.0
O=C(Cc1c(F)cccc1Cl)N(Cc1ccccc1)c1ccccn1	0.0	-1	6	18	3	4	3	-5	-3.4	nt
Cc1cc(C(=O)OCC(=O)NCCC(C)C)c2ccccc2n1	1.9	-14	3	17	-2	-46	4	6	-1.1	-2.1
